Screens deposited in PubChem BioAssay by Sanford-Burnham Center for Chemical Genomics.
AID2073 – inhibitors of Mint1-CaV2.2 protein interaction, biochemical, HTRF (AID 2073) | HTRF protein-protein interaction, Mint1-CaV2.2; higher % means a stronger effect | inhibition, % at 20 µM; hits with a dose series show IC50 in µM | 290,000 tested, 0.19% active; in the data active = inhibition mostly above about 51%, no sharp cut-off; also: some results filed as inactive read as strong as hits
HIV peptide binding – inhibitors of HIV fusion peptide binding, primary screen, biochemical, uHTS, fluorescence dequenching (AID 1986). 290,000 tested, 0.3% active. one-dose inhibition, % at 20 µM; IC50 in µM for titrated hits. cell-free peptide binding, fluorescence dequenching, 30 min; higher % means a stronger effect; in the data active = inhibition mostly above about 52%, no sharp cut-off; inactive = mostly below about 76%; also: some results filed as inactive read as strong as hits
Numbers without * were called inactive.

structure	AID2073	HIV peptide binding
CCCOc1ccc2[nH]c(C(=O)N/N=C/c3cc(OC)c(OC)c(OC)c3)cc2c1	27%	0.2%
CC(=O)NN1C(=O)c2ccccc2NC1c1ccc(N(C)C)cc1 (centres undefined)	17%	-0.9%
COc1ccc(Cl)cc1C(=O)Nc1ccncc1	5%	0.3%
CCOc1ccc(CN2CCC(n3nccc3NC(=O)c3ccccc3OC)CC2)cc1	10%	-0.8%
N#C/C(=C\c1ccc[nH]1)C(=O)Nc1ccccc1[N+](=O)[O-]	24%	2.7%
c1ccc(-c2onc(-c3ccco3)c2-c2ccc3[nH]ccc3c2)cc1	9%	6.5%
O=C(NCC1CCCN(Cc2cccc(F)c2)C1)c1cccc2ccccc12 (centres undefined)	9%	-1.1%
CC(=O)N/C(=C\c1ccccc1)C(=O)OCc1ccc(C)cc1	2%	-0.8%
CCOC(=O)c1[nH]c(C)c(C(=O)/C=C/c2ccc(C(=O)O)cc2)c1C	4%	2.7%
O=C(Nc1ccc(Cl)cn1)c1cccc(S(=O)(=O)N2CCCC2)c1	9%	-1.7%
COc1ccc(S(=O)(=O)c2c[nH]c(=S)[nH]c2=O)cc1Cl	-2%	6.5%
CS(=O)(=O)N(CC(=O)N1CCN(Cc2ccccc2)CC1)c1cccc(F)c1	6%	-2.1%
CC(=O)Nc1ccc(C(=O)N2CCCc3ccccc32)cc1	3%	-1.4%
CC(C)C[C@H](NC(=O)N1CCn2c1nc1ccccc12)C(=O)N[C@@H](C(=O)O)c1ccccc1	-1%	1.3%
COc1ccccc1NC(=O)Nc1nnc(Cc2ccc(F)cc2)s1	0%	1.4%
NS(=O)(=O)c1ccc(N=Nc2ccc(O)c3ncccc23)cc1	12%	-1.1%
COc1ccc(CC(=O)NCC2CCCN(Cc3cccc(C(F)(F)F)c3)C2)cc1 (centres undefined)	10%	1.3%
O=C(CCN1N=C(c2ccccc2)CCC1=O)NCC1CCCO1 (centres undefined)	-5%	0.1%
CC(=O)Oc1ccc2c3c(c(=O)oc2c1C)CCCC3	22%	-2.2%
CCCOc1ccc(CNC(=O)C2CCN(C(=O)N3CCOc4ccccc43)CC2)cc1	2%	-1.0%
O=C(c1nc2ccccn2c1CN1CCCC(O)C1)N1CCN(C2CCCCC2)CC1 (centres undefined)	2%	0.7%
CCCc1cc(C(=O)N2CCCC(N3CCN(c4ccccc4F)CC3)C2)n(C)n1 (centres undefined)	-5%	-1.2%
COCCN1CCN(C(=O)C2CCC(=O)N(CCCc3ccccc3)C2)CC1 (centres undefined)	12%	3.3%
CCCc1cc(=O)oc2cc(C)cc(OCC(=O)NCc3ccncc3)c12	22%	0.5%

Looked up by structure from above, two records:
structure	AID2073	HIV peptide binding
CCCc1cc(C(=O)N2CCCC(N3CCN(c4ccccc4F)CC3)C2)n(C)n1 (centres undefined)	-5%	-1.2%
O=C(c1nc2ccccn2c1CN1CCCC(O)C1)N1CCN(C2CCCCC2)CC1 (centres undefined)	2%	0.7%

Additional entries follow:
structure	AID2073	HIV peptide binding
O=C(NC1CCN(Cc2ccccc2)CC1)c1ccc(CS(=O)c2ccc(F)cc2)o1 (centres undefined)	4%	1.9%
CCn1cc(S(=O)(=O)NCc2ccccc2Br)cn1	-1%	0.9%
C/C(=N\Nc1c(Cl)c(Cl)nc(C(=O)O)c1Cl)c1ccc(O)cc1	16%	3.0%
Cc1ccc(NC(=O)c2cc(C)nc3ccccc23)c(Br)c1	-2%	-0.9%
COc1ccc([N+](=O)[O-])cc1N(CC(O)CN1CCOCC1)S(=O)(=O)c1ccccc1 (centres undefined)	4%	-2.3%
Cc1cccc(C(=O)N2CCc3cc(-c4nc(NC(=O)CN5CCCC5)sc4C)ccc32)c1	3%	0.4%
COc1ccc(S(=O)(=O)N2CCN(C)CC2)cn1	1%	0.0%
CCn1c(C)c(C)c2cc(C(=O)NCCN3CCCCCC3)ccc21	7%	-1.3%
CCN(C(=O)CCN1C(=O)/C(=C/c2ccccc2)SC1=S)C1CCS(=O)(=O)C1 (centres undefined)	2%	-2.3%
C=CCn1c(O)c(N=NC(=O)CNC(=O)Cc2ccccc2)c2ccccc21	7%	-2.2%
O=C(c1ccc(CS(=O)c2cccc(Cl)c2)o1)N1CCN(C2CCCCC2)CC1 (centres undefined)	6%	-1.7%
O=C(Cn1c(C(=O)OCCO)cc2ccccc21)c1ccccc1	1%	0.3%
CCCOc1ccc(C2CC(=O)Nc3cc(OC)c(OC)cc32)cc1 (centres undefined)	-8%	-0.6%
Cc1ccc(NC(=O)c2cc(-c3ccc4c(c3)OCO4)on2)cc1	9%	0.3%
CC(=O)N1CCOc2ccc(S(=O)(=O)NCC3CCC(C(=O)Nc4ccc(C)cn4)CC3)cc21 (centres undefined)	1%	2.9%
COc1ccc(CNC(=O)CSc2nc(SC)ns2)cc1	5%	0.4%
Cc1c(-n2c(=O)n(Cc3ccccc3)c(=O)c3[nH]cnc32)cccc1S(C)=O (centres undefined)	6%	1.8%
COc1ccc(-c2nc(CS(=O)CC(=O)NCCN3CCCCC3C)c(C)o2)cc1OC (centres undefined)	8%	-1.1%
Cn1c(/C(C#N)=C(\O)c2ccc([N+](=O)[O-])s2)nc2ccccc21	33%	9.9%
Cc1ccc(C(=O)N2CCC3(CC2)NCCc2[nH]cnc23)cc1	11%	1.0%
CC(=O)Nc1cccc(/C(C)=N/N2C(C)CCCC2C)c1 (centres undefined)	6%	-1.7%
Cn1c(CC(=O)Nc2ccccc2)nnc1SCC(=O)Nc1ccc(N2CCOCC2)cc1	-7%	-0.9%
NS(=O)(=O)c1cccc(NC(=O)CCC(=O)c2cccs2)c1	2%	1.2%
CC(C)Cc1nc(SCC(=O)N2CCCC2)c2c(=O)n(C)c(=O)n(C)c2n1	5%	0.9%
CC(CN1CCC(n2nccc2NC(=O)CCCc2ccccc2)CC1)c1ccccc1 (centres undefined)	10%	7.8%
Fc1ccccc1/C=N/n1c(C2CCCCC2)n[nH]c1=S	-26%	-0.1%
COc1ccc(C2N(C(=O)CN3CCCC3)CCCN2S(=O)(=O)c2ccccc2)cc1 (centres undefined)	16%	0.1%
CCCCNC(=O)c1ccc(CS(=O)(=O)c2ccccc2OC)o1	12%	-1.7%
O=S(=O)(NCc1ccc(C(F)(F)F)cc1)c1ccc(-n2cnnn2)cc1	12%	1.1%
CCn1c(SCC(=O)NCC2CCCO2)nc2c([nH]c3ccccc32)c1=O (centres undefined)	-5%	0.8%
COCC(=O)N1CCC(Oc2ccc(C(=O)NC3CCOC(C)(C)C3)cc2)CC1 (centres undefined)	8%	-1.0%
CCCn1cc(S(=O)(=O)c2ccc(OC)cc2)c(=O)c2cc(OC)ccc21	7%	-1.1%
CCN(CC(=O)N1CCN(Cc2ccccc2)CC1)S(=O)(=O)c1ccccc1	10%	-1.4%
O=C(CNC(=O)c1ccccc1)OCC(=O)c1cccs1	18%	-1.0%
O=C1c2ccccc2C(=O)c2[nH]c(=O)[nH]c21	22%	-3.9%
CCC(C(=O)NC(C)(C)C)N(Cc1ccccc1Cl)C(=O)c1snc(C(N)=O)c1N (centres undefined)	9%	-0.5%

Compound profiles, from the list above.
COCC(=O)N1CCC(Oc2ccc(C(=O)NC3CCOC(C)(C)C3)cc2)CC1 (centres undefined) across the screens: AID2073: 8%; HIV peptide binding: -1.0%
O=C(CNC(=O)c1ccccc1)OCC(=O)c1cccs1 across the screens: AID2073: 18%; HIV peptide binding: -1.0%
CCCCNC(=O)c1ccc(CS(=O)(=O)c2ccccc2OC)o1 across the screens: AID2073: 12%; HIV peptide binding: -1.7%

Next section:
structure	AID2073	HIV peptide binding
Cc1ccccc1CC(=O)N1CCN(C(=O)c2ccco2)CC1	-8%	2.3%
O=C(CCc1nnc2n(Cc3ccc(Cl)cc3)c(=O)c3ccccc3n12)NCCCN1CCOCC1	15%	-2.0%
Cc1ccc(NC(=O)CCS(=O)(=O)c2ccc3c(c2)NC(=O)C(C)S3)nc1 (centres undefined)	-6%	0.7%
CC(C)c1ccc(NC(=O)CN2C(=O)COc3ccc(S(=O)(=O)N4CCOCC4)cc32)cc1	-6%	1.7%
CCn1cc(S(=O)(=O)NCCc2ccccc2OC)cn1	10%	0.7%
Cc1ccc(C)c(NC(=O)CN(C)C(=O)c2ccc(Cl)nc2)c1	16%	-1.1%
CC(C)CCC(CCNCc1ccccn1)c1ccc2c(c1)OCO2 (centres undefined)	2%	0.7%
O=C(NCCO)c1cc(-c2cc(C(=O)NCCO)c3ccccc3n2)nc2ccccc12	6.8µM*	0.3%
CCOC(=O)CN1C(=O)/C(=C/c2c(F)cccc2Cl)Oc2ccccc21	24%	-0.8%
COc1ccc(C)cc1NC(=O)CCC(=O)Nc1nnc(C2CCCCC2)s1	10%	0.2%
COn1c(-c2ccc(Cl)cc2)nc2ncccc21	7%	-1.2%
Cc1ccc(NC(=O)CCCNC(=O)c2ccc(Cl)cc2)nc1	9%	2.0%
Cc1ccc(/C=N/NC(=O)Cc2ccc(Cl)cc2)c(O)c1	-2%	0.5%
O=C(CSc1nncn1-c1cccnc1)Nc1cccc(C(F)(F)F)c1	12%	2.3%
Cc1c(C(=O)N2CCOCC2)c(S(=O)(=O)Nc2cccc(Br)c2)c(C)n1C	8%	-0.4%
CC(C)C[C@@H](CO)N1CCN(Cc2cccc(C#N)c2)CCC1=O	8%	-0.4%
CCOC(=O)N1CCc2c(sc3c2c(=O)n(Cc2ccccc2)c(=O)n3CC(=O)NCC2CCCO2)C1 (centres undefined)	-5%	-0.8%
CCOC(=O)C1=C(COC(=O)/C=C/c2ccccc2Cl)NC(=O)NC1C (centres undefined)	1%	1.2%
COCc1ccc(C(=O)N2CCCCC2C(=O)Nc2ccc(-n3nc(C)cc3C)cc2)o1 (centres undefined)	8%	1.3%
CCN(CC)CCN(C(=O)c1ccc(C(=O)c2ccccc2)cc1)c1nc2ccc(OC)cc2s1	7%	-1.9%
CCCc1ccc(OCc2ccc(C(=O)N3CCSCC3)o2)cc1	4%	1.0%
N#CC1(NC(=O)COC(=O)c2ccccc2SCC(=O)N2CCCC2)CCCCC1	-1%	-0.1%
N/C(=N\OC(=O)c1ccccc1F)c1ccc([N+](=O)[O-])cc1	12%	0.8%
O=C(Cc1ccccc1C(=O)O)Nc1cccc2ccccc12	7%	-0.3%
O=C(c1c(F)cccc1F)N1CCC(O)(c2ccc(F)cc2)CC1	1%	-0.8%
Cc1ccc(C(C(=O)NCc2ccccc2)N(C(=O)c2ccccn2)c2ccccc2)o1 (centres undefined)	11%	0.5%
Cc1ccc(C(=O)Nc2cccc(NC(=O)c3ccc(C)o3)n2)o1	16%	-0.1%
O=C1c2cccnc2C(=O)N1Cc1ccc(F)cc1S(=O)(=O)NCc1ccco1	28%	-0.9%
COC(=O)CN1C(=O)[C@H]2[C@@H](c3ccc(C)o3)N3C(=O)CN(Cc4ccccn4)C(=O)[C@@]3(C)[C@H]2C1=O	43%	0.9%
c1ccc(N2CCN(C3CC4CCC3C4)CC2)cc1 (centres undefined)	7%	0.4%
Cc1csc(CN(C)C(=O)C2CCC(=O)N(CCCc3ccccc3)C2)n1 (centres undefined)	-14%	0.4%
O=C(Nc1scc(-c2ccccc2)c1C(=O)O)c1ccccc1Cl	4%	9.4%
O=C(Nc1ccccc1C(F)(F)F)C1CCCC1	4%	0.7%
COc1cc2c(cc1OC)C(c1ccccc1C(F)(F)F)CC(=O)N2 (centres undefined)	6%	0.0%
CCCCc1c(O)nc(SCC(=O)N2CCOCC2)n(-c2ccc(OC)cc2)c1=O	5%	-0.6%
Cc1ccc(S(=O)(=O)NCCn2nc(C)cc2C)cc1	5%	1.4%

Grouped by structure: those above with bromine.
structure	AID2073	HIV peptide binding
CCn1cc(S(=O)(=O)NCc2ccccc2Br)cn1	-1%	0.9%
Cc1ccc(NC(=O)c2cc(C)nc3ccccc23)c(Br)c1	-2%	-0.9%
Cc1c(C(=O)N2CCOCC2)c(S(=O)(=O)Nc2cccc(Br)c2)c(C)n1C	8%	-0.4%

Further structures
structure	AID2073	HIV peptide binding
Cn1cc(CNC(=O)c2ccc(OC3CCN(Cc4ccccn4)CC3)cc2)cn1	6%	-0.3%
COc1ccc2nc(C)cc(Nc3ccc(C(=O)O)cc3)c2c1	8%	-0.1%
O=C1NC(=S)S/C1=C\c1ccc2ccccc2c1	5%	25%
O=C(NCCCc1ccncc1)C1CCC(=O)N(Cc2cccc(C(F)(F)F)c2)C1 (centres undefined)	-10%	2.2%
O=C(NN/C(=N/S(=O)(=O)c1ccc(Cl)cc1)c1ccccc1)c1cccc(Cl)c1	4%	5.1%
O=C(CCNC(=O)C1CCN(S(=O)(=O)c2ccc(F)cc2)CC1)NCc1ccccc1Cl	7%	-1.0%
Cc1ccccc1OCCn1c(=S)[nH]c2ccccc21	-22%	-1.8%
O=C(O)c1ccc(/C=C2\SC(=S)N(NC(=O)c3ccccc3)C2=O)cc1	24%	-0.7%
O=C(COC(=O)c1ccccc1SCC(=O)N1CCCC1)Nc1ccccc1	-21%	-2.9%
COc1ccc(CCNC(=O)c2cnc3ccccc3n2)cc1	-4%	-2.4%
Cc1c(C)c2ccc(OCC(=O)NCCCn3ccnc3)cc2oc1=O	2%	-0.5%
COc1ccccc1N1CCN(C(=O)C2CCCN(S(=O)(=O)c3ccc4c(c3)oc(=O)n4C)C2)CC1 (centres undefined)	3%	0.5%

Some of the compounds tested. The share of hits here may be higher or lower than overall.
